Compound activity from PubChem.
proKLK7 act = proKLK7 (human) activation, primary screen. P49862. purified proKLK7, EDANS-DABCYL substrate fluorescence; 100% is mature enzyme control, 0% vehicle. activation, % at 7 µM. actives 0.9% (n = 370,000). AID 652039;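 active = activation above the mean of all tested compounds plus 3 SD, computed per campaign excluding outliers beyond control limits, cut at about 13% in these data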
Target sequence (P49862 whole entry, looked up): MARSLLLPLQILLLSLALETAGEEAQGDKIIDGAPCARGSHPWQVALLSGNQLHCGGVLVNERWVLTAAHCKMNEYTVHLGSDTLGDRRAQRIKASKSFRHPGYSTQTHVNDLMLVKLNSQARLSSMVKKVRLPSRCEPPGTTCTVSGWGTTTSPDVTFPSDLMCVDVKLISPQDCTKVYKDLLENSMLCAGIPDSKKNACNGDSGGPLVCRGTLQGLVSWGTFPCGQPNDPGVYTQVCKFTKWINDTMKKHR
Tn6 DDE FP = inhibitors of Tn6 peptide binding to human fibrin DD(E) | P02675 | Fibrin DD(E) TRITC-Tn6 fluorescence polarization displacement | inhibition, % at 8.3 µM | actives 0.21% (n = 370,000) | AID 720509;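 active = inhibition above a per-campaign cutoff: mean of compounds within control limits plus 3 SD, cut at about 15% in these data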;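 also: 0% = median of all compound wells on the plate and 100% = blocking peptide control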
TCR CD3 inh = inhibitors of human TCR-CD3 interaction | TAMRA-labeled TCR probe fluorescence, biochemical | inhibition, % at 9.4 µM | actives 0.37% (n = 360,000); in the data active = inhibition above about 19%;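 also: recombinant mutant TCR 2C K166C tagged with TAMRA read by polarization; 0% = receptor in buffer alone and 100% = receptor with positive control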
Tn7 DDE FP = DD(E)-Tn7 binding inhibition, primary FP screen | P02675 | FP displacement of FITC-Tn7 peptide from fibrin DD(E); 0% = median of compound wells per plate | inhibition, % at 8.3 µM | actives 0.13% (n = 370,000) | AID 720508;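 active = inhibition above the mean of compounds falling within the control limits plus 3 SD of them, cut at about 14% in these data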;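 also: 0% = plate median of compound wells and 100% = 10 µM Aha-Tn7 peptide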
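Assay system: human fibrin DD(E). Input: DD(E) 2 µM final. Medium: Tris buffer with calcium and detergent, pH 7.8. Compound dosing: single point at 8.3 µM. Timing: 10 min plus 3 h, room temperature. Technique: fluorescence polarization of the labelled Tn7 tracer. Read-out: percent inhibition. Replicates: singlicate testing.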
PRMT1 FP inh = PRMT1 (human) inhibition, primary screen | Q99873 | recombinant PRMT1, activity-based probe fluorescence polarization | inhibition, % at 2.79 µM | actives 1.3% (n = 370,000) | AID 652257;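 active = inhibition above about 21% made by adding two undisclosed values, limit read from the data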
UHRF1 binding = UHRF1 methyl-DNA binding inhibition | Q96T88 | UHRF1 binding to methylated oligo, TR-FRET | inhibition, % at 4.4 µM | actives 0.75% (n = 370,000) | AID 687016; in the data active = inhibition above about 21%;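 also: UHRF1 SRA domain binding a hemimethylated CpG hairpin DNA probe; 0% = median of test compound wells and 100% = reference inhibitor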
MBD2 inh = blocks human MBD2 binding to methylated DNA. Q9UBB5. actives 0.31% (n = 370,000). inhibition, % at 4.4 µM. TR-FRET, MBD2 binding to methylated oligonucleotide; in the data active = inhibition above about 13%
LEDGF integ inh = blocks HIV-1 LEDGF/p75-dependent DNA integration | actives 0.64% (n = 370,000) | inhibition, % at 3.7 µM | TR-FRET IN-LEDGF/p75 DNA integration, Eu/Cy5;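 active = inhibition above the screen-wide mean plus 3 SD, cut at about 13% in these data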;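 also: signal is the Cy5 over europium emission ratio at 671 and 618 nm; 0% = plate median of compound wells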
SIAE primary = human SIAE inhibition, primary screen | SIAE FP-Rh probe binding, fluorescence polarization | actives 0.69% (n = 370,000) | Q9HAT2 | inhibition, % at 9.66 µM;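 active = inhibition above a cutoff: mean of compounds within the control limits plus 3 SD of those, cut at about 17% in these data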;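 also: 0% = plate median of compound wells and 100% = probe without SIAE protein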
Target sequence (Q9HAT2 whole entry, looked up): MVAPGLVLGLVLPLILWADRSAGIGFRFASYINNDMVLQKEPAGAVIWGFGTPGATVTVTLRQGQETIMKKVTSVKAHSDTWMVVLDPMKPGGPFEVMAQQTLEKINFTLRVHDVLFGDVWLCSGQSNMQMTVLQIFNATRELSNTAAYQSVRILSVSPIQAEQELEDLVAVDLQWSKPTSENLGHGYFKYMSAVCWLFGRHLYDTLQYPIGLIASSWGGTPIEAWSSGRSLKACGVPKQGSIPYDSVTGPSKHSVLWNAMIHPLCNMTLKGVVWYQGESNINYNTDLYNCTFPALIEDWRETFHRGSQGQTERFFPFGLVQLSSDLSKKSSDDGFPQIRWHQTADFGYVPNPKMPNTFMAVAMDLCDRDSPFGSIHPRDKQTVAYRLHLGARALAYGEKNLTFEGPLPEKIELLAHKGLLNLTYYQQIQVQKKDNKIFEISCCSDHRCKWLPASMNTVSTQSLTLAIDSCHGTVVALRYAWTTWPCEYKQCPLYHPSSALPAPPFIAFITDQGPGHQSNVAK
TDP2 inh = blocks human TDP2 phosphodiesterase activity; O95551; recombinant TDP2, T5PNP hydrolysis, p-nitrophenol absorbance 415 nm; inhibition, % at 12.8 µM; actives 0.34% (n = 370,000); AID 720702;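 active = inhibition above the mean of all tested compounds plus 3 SD, set per campaign, cut at about 25% in these data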;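 also: 0% = DMSO with enzyme and 100% = buffer with substrate but no TDP2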
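Incubation: 2 h at 37 °C; Test system: recombinant human TDP2; Quantity: enzyme 120 nM; Read-out basis: percent inhibition; Medium: 50 mM Tris-HCl pH 7.5 with Mg2+, KCl, DTT, BSA; Repeats: single replicate; Compound: 12.8 µM single point, 1% DMSO; Signal: epi absorbance; Reagent: 5 mM T5PNP chromogenic substrate; Benchmarks: no-enzyme high, DMSO-plus-enzyme low.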
An asterisk follows results filed as active; / = not tested or not shown.

SMILES	proKLK7 act	Tn6 DDE FP	TCR CD3 inh	Tn7 DDE FP	PRMT1 FP inh	UHRF1 binding	MBD2 inh	LEDGF integ inh	SIAE primary	TDP2 inh
CN(C)C(=O)c1ccc(OCC(F)(F)F)nc1	-0.5	-3.0	3.4	4.7	-5.7	-1.3	-2.4	-2.6	-0.1	5.7
COc1cc(=O)n2c(-c3ccccc3)csc2n1	0.0	-6.6	4.4	6.5	2.3	-1.7	-3.2	0.6	5.6	5.4
CCCNS(=O)(=O)c1ccc(OCC(=O)N2CCN(c3ccccc3)CC2)cc1	-0.9	8.7	7.8	1.2	1.2	-2.6	0.0	-0.8	-1.2	-0.4
COc1ccc(S(=O)(=O)N(CC(=O)NCc2cccnc2)C2CCCCC2)cc1OC	0.2	8.3	1.0	1.5	-1.7	2.9	-3.9	1.5	-5.1	5.1
CC(C(=O)NCc1ccc2c(c1)OCO2)N(c1ccccc1)S(C)(=O)=O (stereo not drawn)	-0.4	2.1	-2.8	-0.9	2.2	0.5	4.7	-2.5	-8.8	1.4
O=C(CCc1nnc(-c2ccc(-c3ccccc3)cc2)o1)NCCc1ccccn1	-0.4	0.4	4.0	-0.8	-4.3	-2.4	-6.2	2.2	-1.5	-3.1
O=c1ccn(CCCBr)c(=O)[nH]1	0.3	3.3	-5.8	-1.0	0.1	0.6	3.1	-5.9	0.2	-7.2
N#Cc1ccc(Cn2ccnc2C(=O)Nc2ccccc2)cc1	-0.4	-1.3	-0.1	-4.0	1.2	2.4	1.4	1.3	1.2	-4.9
CCn1c(CC(C)C)n[nH]c1=S	-0.1	-1.0	8.7	6.2	-2.5	0.7	-0.2	-0.6	10.9	1.7
CC1=Nc2ccc(Br)cc2C(c2ccccc2)N1CC(=O)NN (stereo not drawn)	0.3	-0.8	-0.9	0.8	1.0	-0.5	-3.7	-5.1	-0.9	-0.9
Cc1cc(=O)n2nc(N3CCCC(C(=O)Nc4cccc(C)c4C)C3)sc2n1 (stereo not drawn)	0.7	-0.4	-9.9	-1.9	8.5	5.4	8.9	3.2	-3.3	3.4
NC(=O)c1cnn2c1NC(c1ccc(F)cc1)CC2C(F)(F)F (stereo not drawn)	0.2	-6.1	-1.8	5.9	0.7	0.4	-0.5	1.3	-1.4	2.4
CCC(C)Nc1nc(-c2ccccn2)nc2ccccc12 (stereo not drawn)	0.6	-0.6	-6.9	4.0	0.5	-6.1	-2.4	-4.9	-0.8	-6.8
CC1CC(C)CN(CCCNC(=O)CCNC(=O)Cn2cnc3ccccc3c2=O)C1 (stereo not drawn)	-0.1	-0.8	-4.3	-5.3	5.5	3.6	-0.7	-3.9	-6.2	-3.6
Oc1ccc(-c2nccc(-c3ccc(Cl)cc3Cl)n2)cc1	0.1	5.3	0.7	-0.2	-1.3	2.3	0.9	1.6	-5.0	-3.7
CCCCn1c(SCC(=O)Nc2nnc(C(C)C)s2)nc2c1c(=O)n(C)c(=O)n2C	0.2	8.5	4.4	0.3	-3.8	-3.1	-4.5	1.5	4.0	4.6
CCOc1ccc(N(CC(=O)NCC2CCCO2)C(=O)CCC(=O)Nc2ccccn2)cc1 (stereo not drawn)	2.0	2.6	-3.9	3.9	-0.8	3.9	-4.0	0.0	3.5	-0.9
CCN(CCCNC(=O)CNC(=O)Cn1cnc2ccccc2c1=O)c1cccc(C)c1	-0.1	-3.0	2.9	-7.6	-2.5	-2.6	-3.2	-2.3	-6.4	8.5
CCOc1ccc(CCNC(=O)COC(=O)c2nn(C)c(=O)c3ccccc23)cc1OCC	0.4	-1.7	3.0	3.0	0.5	-0.7	-6.7	4.1	-0.6	17.4
CC1=NN(C(N)=S)C(=O)C1N=Nc1ccc(C)cc1C (stereo not drawn)	-0.3	-1.7	-5.5	-0.3	-2.5	-28.2	-14.6	-0.9	2.2	-2.9
O=C(Nc1cc2c(cc1Br)OCCO2)c1cccnc1	0.5	-5.6	-8.3	3.4	0.3	2.1	3.6	-4.2	-2.5	9.3
CCN(CC)CCSc1nc(O)c(C(C)C)c(=O)[nH]1	0.3	-3.8	-8.3	0.8	6.1	0.9	-1.6	1.2	-1.9	2.1
Cc1nc(NC(=O)C(C)(C)C)sc1C(=O)Cn1cc(CCCC#N)nn1	0.0	-1.9	4.5	4.2	-1.3	-1.4	1.6	-0.3	7.8	11.4
CC(=O)CC[C@H]1CC[C@]2(CCCN(S(C)(=O)=O)C2)O1	0.2	-8.7	/	4.7	-0.4	0.4	8.8	-0.9	0.4	4.7
Cc1nc(CS(=O)(=O)c2ccccc2)cc(N2CCOCC2)n1	0.5	2.1	-2.0	5.0	-0.4	0.4	2.1	-1.7	6.9	8.0
CC(C(=O)c1ccccc1)n1c(N2CCOCC2)nc2c1c(=O)n(C)c(=O)n2C (stereo not drawn)	0.4	6.0	-0.4	-6.2	0.6	1.8	-6.6	1.8	1.0	3.4
Cc1ccc(-c2cccc(C(=O)NCCc3ccccc3)n2)c2ccccc12	-1.8	-7.2	-2.2	0.4	-0.4	-1.8	8.0	-0.4	-17.2	-10.9
C/C(=N\NC(=O)c1ccoc1C)c1cccc2ccccc12	-0.3	1.0	5.2	1.9	-0.7	-0.7	0.0	3.0	8.8	6.8
CCOC(=O)C1C(C(=O)NN)C1C(=O)Nc1ccccc1 (stereo not drawn)	0.1	3.0	2.3	1.9	1.3	-0.3	0.2	-1.6	-1.3	5.6
Cc1ccc(OCC(=O)NCCCNC(=O)c2ccncc2)cc1C	-0.3	-7.5	-2.9	1.0	-4.2	1.9	4.3	1.1	-1.3	-14.8
Cc1sc2ncnc(N3CCC(C(=O)Nc4cc(S(C)(=O)=O)ccc4Cl)CC3)c2c1C	0.3	1.9	0.1	0.0	-1.0	-1.7	-0.6	1.4	-7.5	2.2
CCCN(CCC)CCCNC(=O)c1cn(CC)c2ccc(S(=O)(=O)N3CCc4ccccc4C3)cc2c1=O	0.2	-5.2	-2.9	3.5	9.2	5.6	8.8	-5.1	-6.5	-12.2
CCCCn1c(N)c(N(CCOC)C(=O)c2cc(-c3ccc(OC)cc3)nc3ccccc23)c(=O)[nH]c1=O	4.5	-3.8	2.1	-5.0	2.0	-2.4	2.7	0.1	1.6	10.1
C[C@H]1CN([C@@H](C)CO)C(=O)CCCn2nncc2CO[C@@H]1CN(C)C(=O)c1ccc(N2CCN(C)CC2)cc1	-0.1	5.4	1.0	-5.8	-3.1	-0.6	0.4	2.6	1.2	-7.9
CC(=O)c1ccc(NC(=S)NNC(=O)NC2CCCCC2)cc1	0.4	-6.4	1.3	-9.1	-2.2	2.1	3.1	7.4	-6.8	-14.9
Cc1nc2c(-c3ccc(Cl)cc3)cnn2c(N)c1-c1ccc(F)cc1	0.0	4.0	7.3	3.3	-3.1	-0.2	0.5	-1.7	-10.5	2.3
NC(=O)CSc1nnc(-c2cccs2)n1-c1ccccc1	1.1	0.6	1.5	0.4	-0.2	-0.8	-1.3	0.5	2.5	7.8
CC1(C(=O)Nc2ccc3c(c2)OCCO3)CN(S(C)(=O)=O)CC(=O)N1C1CCCCCC1 (stereo not drawn)	-0.3	-4.0	-6.0	0.8	1.5	6.6	3.0	-1.1	9.2	3.1
CCOC(=O)CSc1nc2sc3c(c2c(=O)n1C1CCCCC1)CCN(C)C3	-1.3	2.6	3.2	2.0	0.1	-2.8	1.5	-4.8	-7.0	-8.2
O=C(COc1c(Cl)cc(Cl)cc1Cl)N/N=C/c1ccc[nH]1	/	-2.8	/	2.6	-1.7	0.0	-4.7	-4.1	3.2	3.6
Cc1nccn1-c1c([N+](=O)[O-])c(=O)n(C)c2ccccc12	-0.6	-2.1	-1.3	0.0	1.5	-2.1	1.9	-3.0	-3.2	11.1

Complete entries from above. Screens in order: proKLK7 act, Tn6 DDE FP, TCR CD3 inh, Tn7 DDE FP, PRMT1 FP inh, UHRF1 binding, MBD2 inh, LEDGF integ inh, SIAE primary, TDP2 inh
`C[C@H]1CN([C@@H](C)CO)C(=O)CCCn2nncc2CO[C@@H]1CN(C)C(=O)c1ccc(N2CCN(C)CC2)cc1` reads -0.1, 5.4, 1.0, -5.8, -3.1, -0.6, 0.4, 2.6, 1.2, -7.9
`Cc1nc(CS(=O)(=O)c2ccccc2)cc(N2CCOCC2)n1` reads 0.5, 2.1, -2.0, 5.0, -0.4, 0.4, 2.1, -1.7, 6.9, 8.0

Of the compounds above, these have a halogen.
SMILES	proKLK7 act	Tn6 DDE FP	TCR CD3 inh	Tn7 DDE FP	PRMT1 FP inh	UHRF1 binding	MBD2 inh	LEDGF integ inh	SIAE primary	TDP2 inh
CN(C)C(=O)c1ccc(OCC(F)(F)F)nc1	-0.5	-3.0	3.4	4.7	-5.7	-1.3	-2.4	-2.6	-0.1	5.7
O=c1ccn(CCCBr)c(=O)[nH]1	0.3	3.3	-5.8	-1.0	0.1	0.6	3.1	-5.9	0.2	-7.2
CC1=Nc2ccc(Br)cc2C(c2ccccc2)N1CC(=O)NN (stereo not drawn)	0.3	-0.8	-0.9	0.8	1.0	-0.5	-3.7	-5.1	-0.9	-0.9
NC(=O)c1cnn2c1NC(c1ccc(F)cc1)CC2C(F)(F)F (stereo not drawn)	0.2	-6.1	-1.8	5.9	0.7	0.4	-0.5	1.3	-1.4	2.4
Oc1ccc(-c2nccc(-c3ccc(Cl)cc3Cl)n2)cc1	0.1	5.3	0.7	-0.2	-1.3	2.3	0.9	1.6	-5.0	-3.7
O=C(Nc1cc2c(cc1Br)OCCO2)c1cccnc1	0.5	-5.6	-8.3	3.4	0.3	2.1	3.6	-4.2	-2.5	9.3
Cc1sc2ncnc(N3CCC(C(=O)Nc4cc(S(C)(=O)=O)ccc4Cl)CC3)c2c1C	0.3	1.9	0.1	0.0	-1.0	-1.7	-0.6	1.4	-7.5	2.2
Cc1nc2c(-c3ccc(Cl)cc3)cnn2c(N)c1-c1ccc(F)cc1	0.0	4.0	7.3	3.3	-3.1	-0.2	0.5	-1.7	-10.5	2.3
O=C(COc1c(Cl)cc(Cl)cc1Cl)N/N=C/c1ccc[nH]1	/	-2.8	/	2.6	-1.7	0.0	-4.7	-4.1	3.2	3.6
